Source: PubChem
KCNQ1 block: inhibitors of human KCNQ1 channel, primary screen, cell-based, thallium flux, high-throughput. Potassium voltage-gated channel subfamily KQT member 1 (Homo sapiens), P51787. CHO-K1 KCNQ1, FluxOR thallium flux fluorescence; stronger effect = higher value. B-score at 10 µM. actives 1.3% (n = 310,000). AID 2642, 2010;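 active means compounds whose thallium flux B-score, printed positive for inhibition, exceeds three library SD while starting fluorescence stays within three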;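 further: channel opened by potassium depolarization with thallium stimulus after 20 min compound exposure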
Target sequence (P51787 whole entry, looked up): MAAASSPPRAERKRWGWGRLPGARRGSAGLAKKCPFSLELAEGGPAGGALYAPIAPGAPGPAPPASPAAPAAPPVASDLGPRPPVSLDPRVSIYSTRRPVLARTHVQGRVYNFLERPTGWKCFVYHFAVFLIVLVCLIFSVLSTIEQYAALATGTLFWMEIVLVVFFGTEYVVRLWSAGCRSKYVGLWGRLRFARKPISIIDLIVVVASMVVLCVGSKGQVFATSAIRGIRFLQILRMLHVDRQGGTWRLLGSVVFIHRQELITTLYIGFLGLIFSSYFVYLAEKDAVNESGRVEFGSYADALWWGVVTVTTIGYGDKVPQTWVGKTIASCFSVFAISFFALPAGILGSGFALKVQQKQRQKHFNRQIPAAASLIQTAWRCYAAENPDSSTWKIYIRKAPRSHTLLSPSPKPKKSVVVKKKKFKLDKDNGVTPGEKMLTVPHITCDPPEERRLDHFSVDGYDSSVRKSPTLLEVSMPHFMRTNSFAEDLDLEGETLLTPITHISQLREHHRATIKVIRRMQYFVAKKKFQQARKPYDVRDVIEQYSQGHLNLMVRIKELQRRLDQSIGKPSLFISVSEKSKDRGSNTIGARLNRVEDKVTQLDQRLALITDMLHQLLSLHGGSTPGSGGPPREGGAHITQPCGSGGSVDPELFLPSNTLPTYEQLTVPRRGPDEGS
GSK3 alpha inh: blockers of GSK3A enzyme activity – biochemical, luminescence, cell-free homogeneous, HTS, primary screen; AID 2650, 2010; inhibition, % at 10 µM; GSK-3 alpha kinase, ADP-Glo luminescence, 60 min; actives 0.1% (n = 320,000);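 in the data active means inhibition above about 50%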;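 further: GST-tagged GSK-3 alpha with peptide substrate and 25 µM ATP; 0% = DMSO neutral wells and 100% = GW8510 positive control wells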
RGS4 inh: RGS4 inhibitors, primary screen, cell-based, HEK293 M3R inducible RGS4, calcium flux; B-score at 10 µM; Regulator of G-protein signaling 4 (Homo sapiens), P49798; AID 463165, 2010; actives 0.45% (n = 310,000); Fluo-4 calcium flux; stronger effect = higher value; triggered by carbachol at its EC20;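 active means B-score, a plate-corrected calcium signal, over three deviations above library mean, with baseline fluorescence within five deviations of library mean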;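 further: RGS4 expression induced by doxycycline in cells with stable M3 receptor; B-score is computed from the integrated fluorescence ratio over baseline after carbachol; higher B-score means a larger calcium signal and so more RGS4 inhibition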
Target sequence (P49798 whole entry, looked up): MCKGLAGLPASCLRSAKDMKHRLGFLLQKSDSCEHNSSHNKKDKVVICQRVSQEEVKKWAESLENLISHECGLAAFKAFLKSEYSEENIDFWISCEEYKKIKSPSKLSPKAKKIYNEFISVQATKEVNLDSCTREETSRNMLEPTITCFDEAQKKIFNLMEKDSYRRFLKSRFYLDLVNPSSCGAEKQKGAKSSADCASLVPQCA
hERG rescue: hERG rescue from dofetilide block, primary screen, cell-based, CHO-hERG, FluxOR thallium flux, dofetilide IC70; actives 0.51% (n = 310,000); activation (rescue from dofetilide block), less the hit threshold, % at 10 µM; AID 1511, 2009; Voltage-gated inwardly rectifying potassium channel KCNH2 (Homo sapiens), Q12809; dofetilide IC70 present;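 active means activation above the mean of controls blocked by dofetilide plus 5 SD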;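 further: thallium influx through hERG after potassium depolarization seen as dye fluorescence rise; in these data hits start at about 4.7%; inactives centre near -7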
GSK3B inh: human GSK3beta kinase inhibitors, primary screen, biochemical, cell-free homogeneous, HTS | Glycogen synthase kinase-3 beta (Homo sapiens), P49841 | GST-GSK3beta kinase, ADP-Glo luminescence, 60 min; stronger effect = lower value | activity score (negative = inhibition), % at 10 µM | actives 0.038% (n = 300,000) | AID 2097, 2009;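 active means more than half of replicate wells score below -50%, meaning over 50% inhibition versus plate controls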;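 further: 0% = median DMSO wells and -100% = median GW8510 positive control wells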
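test system = GST-tagged human GSK3beta kinase, cell-free | reagent = 25 µM ATP with peptide substrate | dosing = one dose of 10 µM per compound | schedule = 60 min reaction, RT | detection = luminescent ADP-Glo measurement of ADP formed | control set = DMSO neutral wells and GW8510 at 20 µM as positive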
PolyA inhibitor: polyadenylation inhibitors in yeast reporter cells, primary screen, luminescence, S. cerevisiae; S. cerevisiae SKY197-pL101 polyadenylation reporter, beta-gal luminescence; efflux-impaired pdr1/pdr3 knockout yeast; score 100 = 6 SD above DMSO; calls only at 12 µM; actives 0.02% (n = 300,000); AID 1875, 2009;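 active means lowest replicate activity score at least 50, where 100 means six control SD above control mean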;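 further: yeast exposed to compound for 9 h at 30 °C; higher score means more reporter readthrough which indicates perturbed polyadenylation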
KCNK9 inh: KCNK9 potassium channel inhibitors, primary screen, HEK293 cells, thallium flux. Potassium channel subfamily K member 9 (Homo sapiens), Q9NPC2. FluxOR thallium flux fluorescence; stronger effect = lower value. B-score at 10 µM. actives 1.2% (n = 310,000). AID 488922, 2010;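 active means ratio B-score over 3 SD below the library mean, with starting fluorescence within 5 SD of its mean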;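 further: negative B-score means less thallium flux so channel inhibition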
KCNK3 block: human KCNK3 channel inhibitors, primary screen, CHO cells, FluxOR thallium flux, B-score; Potassium channel subfamily K member 3 (Homo sapiens), O14649; FluxOR fluorescence; stronger effect = lower value; B-score at 10 µM; actives 0.84% (n = 340,000);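 active means B-score under library mean minus 4 SD, starting fluorescence ratio at most library mean plus 5 SD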;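 further: more negative B-score means stronger inhibition of thallium flux through KCNK3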
KCNQ1 act: potentiators or activators of KCNQ1 channel, primary screen, cell-based, thallium flux, high-throughput; Potassium voltage-gated channel subfamily KQT member 1 (Homo sapiens), P51787; CHO-K1 KCNQ1, thallium flux FluxOR fluorescence; stronger effect = higher value; B-score at 10 µM; actives 0.35% (n = 310,000); AID 2648, 2010;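 active means fluorescence ratio B-score, a plate-corrected score, at least three library SD, with initial intensity B-score within 5 SD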
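Assay system: CHO-K1 cells stably expressing KCNQ1. Medium: assay buffer for compound exposure, DMSO matched across wells. Timing: 37 °C overnight plating, 90-min dark dye load, 20-min compound pretreatment. Signal: kinetic FluxOR fluorescence, 10 s baseline plus 110 s post-stimulus.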
RGS4 pot: RGS4 potentiators or activators, primary screen, cell-based, HEK293 M3R inducible RGS4, calcium flux; carbachol calcium flux Fluo4; stronger effect = lower value; B-score at 10 µM; actives 0.92% (n = 310,000);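 active means B-score of the integrated calcium signal more than 4 SD below the library mean, with starting fluorescence not abnormally high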;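 further: negative B-score means reduced calcium response which marks RGS4 activation or potentiation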
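Assay system: Inducible-RGS4 HEK293 cells carrying M3 receptor | Schedule: Compound preincubation 20 min at room temperature before agonist | Signal: Kinetic calcium fluorescence imaging with Fluo4-AM dye, 2 µM | Read-out basis: B score from integrated fluorescence ratio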
Dyrk1A ADPGlo: rat Dyrk1A kinase inhibitors, primary screen, biochemical, single point, plate reader. Dual specificity tyrosine-phosphorylation-regulated kinase 1A (Rattus norvegicus), Q63470. inhibition, % at 12.5 µM. ADP-Glo luminescence, NFATc1 peptide. actives 0.43% (n = 310,000); in the data active means inhibition above about 50%;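 further: plate controls were vehicle with enzyme for no effect and no enzyme for full effect; many of its hits are not listed in these tables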
Active calls of the source: *; i = inactive; / = no result given. Some of the compounds tested (hit frequency here may not be typical).

Values run as follows: GSK3 alpha inh | KCNK9 inh | RGS4 inh | RGS4 pot | hERG rescue | KCNK3 block | KCNQ1 act | Dyrk1A ADPGlo | KCNQ1 block | GSK3B inh | PolyA inhibitor
#1 CCOC(=O)c1cccc(NC(=O)C2CCC(CNc3c(N4CCOCC4)c(=O)c3=O)CC2)c1 (stereo not drawn)
→ 5 | i | i | i | -4 | i | i | 7 | i | 4 | i
#2 O=S(=O)(c1ccc(F)cc1)N1CCC(c2nc3ccccc3[nH]2)CC1
→ 4 | i | i | i | -6 | i | i | -2 | i | -1 | i
#3 CC(=O)Oc1ccc(N(C(C)=O)S(=O)(=O)c2ccc3ccccc3c2)cc1Br
→ -2 | i | i | i | -4 | i | i | -2 | i | 2 | i
#4 CC(C)(Oc1ccc(Cl)cc1)C(=O)N1CCN(C(=O)c2ccco2)CC1
→ -1 | i | i | i | -3 | i | i | -4 | i | -3 | i
#5 CCNC(=O)COc1ccc2ccccc2c1
→ -2 | i | i | i | -10 | i | i | 7 | i | 0 | i
#6 Cc1noc(C)c1S(=O)(=O)N(CC(=O)N1CCCCCC1)c1ccc(C(C)C)cc1
→ -5 | i | i | i | 0 | i | i | 3 | i | 2 | i
#7 CC1=C(C(=O)OCc2ccccc2)C(c2ccc(Br)cc2)NC(=O)N1CCCCCC(=O)O (stereo not drawn)
→ -2 | i | i | i | -16 | i | i | 1 | i | -3 | /
#8 OCCN(Cc1ccccc1)Cc1ccccc1O
→ 0 | i | i | i | -3 | i | i | 2 | i | -4 | i
#9 Cc1ccc(Cc2nnc(SCC(=O)Nc3ccccc3)n(N)c2=O)cc1
→ -1 | i | i | i | -6 | i | i | -2 | i | -1 | i
#10 CCOc1ccc(CCNC(=O)Cn2c(=O)oc3ccccc32)cc1OCC
→ -3 | i | i | i | -9 | i | i | -5 | i | 5 | i
#11 CN(C)CCCNS(=O)(=O)c1cc(Cl)c(Cl)cc1Cl
→ -2 | i | i | i | -6 | i | i | / | i | -1 | i
#12 Cc1ccc(CN(Cc2ccco2)C(=S)NCC(=O)O)cc1
→ -3 | i | i | i | -6 | i | i | -6 | i | -2 | i
#13 CC(C)c1ccc(NC(=O)c2cc(S(=O)(=O)NCC3COc4ccccc4O3)ccc2F)cc1 (stereo not drawn)
→ 0 | i | i | i | -6 | i | i | 0 | 7* | 0 | i
#14 CN(C)CCCSc1nc2ccccc2s1
→ 1 | i | i | i | -7 | i | i | 5 | i | 1 | i
#15 CC1=CC(C)C(CN(CCC[N+](C)(C)C)C(=O)Nc2ccccc2)C(C)C1 (stereo not drawn)
→ 1 | i | i | i | -7 | i | i | 5 | i | -1 | i
#16 O=C(C(F)C(F)(F)F)N1CCN(c2ccccc2)CC1 (stereo not drawn)
→ -1 | i | i | i | -5 | i | i | 5 | i | -1 | i
#17 O=C(c1sccc1-n1cccc1)N1CCCC1
→ 3 | i | i | i | -4 | i | i | -12 | i | -4 | i
#18 COc1cccc(NC2CC(=O)N(CCc3ccccc3)C2=O)c1 (stereo not drawn)
→ -1 | i | i | i | -4 | i | i | -1 | i | 3 | i
#19 COc1ccccc1CNC(=O)CSc1cc(=O)n(C)c2ccccc12
→ -6 | i | i | i | -4 | i | i | 2 | i | 7 | i
#20 Cc1ccccc1N1CCN(C2=NC(=O)/C(=C\c3cccs3)S2)CC1
→ 0 | i | i | i | -14 | i | i | -1 | i | 6 | i
#21 O=C(CCSCc1ccc(Cl)cc1)NC1CCCC1
→ -1 | i | i | i | -6 | i | i | 0 | i | 0 | i
#22 COC(=O)c1ccccc1S(=O)(=O)N1CCC(C(=O)OCC(=O)NCC(F)(F)F)CC1
→ -1 | i | i | i | -7 | i | i | / | i | 0 | i
#23 CC(C(=O)NCC1CCCO1)c1ccc([N+](=O)[O-])cc1 (stereo not drawn)
→ 1 | i | i | i | -15 | i | i | -4 | i | 4 | i
#24 CCOc1ccc(C(=O)N[C@H](C(=O)Nc2cccc(S(=O)(=O)N3CCCCC3)c2)C(C)C)cc1
→ -6 | i | i | i | -8 | i | i | -4 | i | 1 | i
#25 CSc1ccccc1C(=O)NCCSc1ccccc1
→ 3 | i | i | i | -8 | i | i | 2 | i | 2 | i
#26 Fc1ccccc1-c1nc2nc3ccccc3nc2n1CC1CCCO1 (stereo not drawn)
→ 1 | i | i | i | -10 | i | i | 19 | i | -4 | i
#27 CCCc1nnc(SCc2ccc(OCC)cc2)n1N
→ -1 | i | i | i | -3 | i | i | 5 | i | 0 | i
#28 Cc1cc(C)c(S(=O)(=O)c2ccc(F)cc2C)c(=O)[nH]1
→ -2 | i | i | i | -4 | i | i | 1 | i | -4 | i
#29 O=C(OCC(=O)N1CCOCC1)c1ccc(Cl)cc1[N+](=O)[O-]
→ -1 | i | i | i | -2 | i | i | 1 | i | 0 | i
#30 COc1ccc(N2C(=O)CCC(C(=O)NCc3cccnc3)C2c2ccc(OC)c(OC)c2)cc1 (stereo not drawn)
→ -1 | i | i | i | -1 | i | i | 1 | i | -2 | /
#31 Cc1cc(C)n(CCOc2ccc(Br)cc2)n1
→ -2 | i | i | i | -14 | i | i | -3 | i | -1 | i
#32 Cc1nnc(SCCOc2ccccc2)s1
→ 1 | i | i | i | -8 | i | i | -2 | i | 3 | i
#33 CCOC(=O)c1sc(/N=C/c2c(O)ccc3ccccc23)cc1C
→ 1 | i | i | i | -2 | i | i | 1 | i | 1 | i
#34 Cc1ccc(C(=O)Nc2cnc3ccccn3c2=O)cc1
→ / | i | i | i | -6 | i | i | 1 | i | -1 | i
#35 COC(=O)CSc1nnc(CNc2ccc(Cl)cc2)n1Cc1ccccc1
→ -1 | i | i | i | -10 | i | i | / | i | -2 | i
#36 CC1CCC(NC(=O)C2CCN(c3nc4ccccc4s3)CC2)CC1 (stereo not drawn)
→ -1 | i | i | i | -2 | i | i | -7 | i | 2 | i
#37 CC1=CC(C/C(C)=C/COc2ccc3ccc(=O)oc3c2)OC1=O (stereo not drawn)
→ -2 | i | i | i | -10 | i | i | 18 | i | -2 | i
#38 COc1ccc(NC(=O)c2cccnc2Cl)c(S(=O)(=O)N2CCOCC2)c1
→ -1 | i | i | i | -10 | i | i | 1 | i | 2 | i
#39 Cc1ccc(S(=O)(=O)N2CCN(C)CC2)cc1-c1nnc2c3ccccc3c(C)nn12
→ 1 | i | i | i | -22 | i | i | -2 | i | -4 | i
#40 COc1ccc(/C(C)=N/NC(=O)CNC(=O)/C=C/c2ccccc2OC)cc1
→ 1 | i | i | i | -8 | i | i | 0 | i | 4 | i
#41 COc1ccc(CN2CCN(C(=O)CCC(=O)Nc3nnc(C(C)C)s3)CC2)cc1F
→ -12 | i | i | i | -8 | i | i | -1 | i | 1 | i
#42 Cc1cc(C(=O)NNC(=S)NCc2ccccc2)no1
→ / | i | i | i | -8 | i | i | -5 | i | 6 | i
#43 Cc1ccc2nc(-c3ccccn3)cc(C(=O)NCCc3ccc(F)cc3)c2c1
→ -2 | i | i | i | -3 | i | i | 3 | i | 0 | i
#44 COc1ccc(Nc2nc(OC)nc(N3CCOCC3)n2)cc1
→ -1 | i | i | i | -8 | i | i | 1 | i | 2 | i
#45 C=CCNC(=O)c1ccc(OC2CCN(S(=O)(=O)N(C)C)CC2)cc1
→ 0 | i | i | i | -21 | i | i | 4 | i | 0 | i
#46 CC1(C)N(OCc2ccccc2)C(=O)C(=O)N(OCc2ccccc2)C1(C)C
→ / | i | i | i | -1 | i | i | 6 | i | 6 | i
#47 Cn1cc(C(=O)c2ccc(Cl)cc2Cl)cc1C(=O)NN
→ -1 | i | i | i | -4 | i | i | -1 | i | -1 | i
#48 CC1CCCN(c2nc3ccccc3nc2C(C#N)S(=O)(=O)c2cccs2)C1 (stereo not drawn)
→ / | i | i | i | -5 | i | i | 11 | i | 2 | i
#49 CCOC(=O)CCc1c(C)nc2cc(-c3ccc(Cl)cc3)[nH]n2c1=O
→ 3 | i | i | i | -8 | i | i | -4 | i | 1 | i
#50 O=C(Cn1cnc([N+](=O)[O-])n1)NCCO
→ -1 | i | i | i | -10 | i | i | -10 | i | 0 | /
#51 COc1ccc(-c2cc(C)nc(SCC(=O)c3cccc([N+](=O)[O-])c3)n2)cc1
→ -11 | i | i | i | -7 | i | i | 2 | i | -2 | i
#52 O=C(CC1Oc2ccc(Cl)cc2NC1=O)NC1CCCCCC1 (stereo not drawn)
→ 1 | i | i | i | -7 | i | i | -9 | i | -1 | i
#53 COC(=O)C1=CO[C@@H](OC2OC(CO)C(O)C(O)C2O)[C@@H]2C(CO)=CC[C@H]12 (stereo partly drawn)
→ / | i | i | i | -8 | i | i | 13 | i | 1 | i
#54 Cc1nnc(NC(=O)CCn2cnc3ccccc3c2=O)s1
→ -3 | i | i | i | -12 | i | i | / | i | -1 | i
#55 COc1ccc(/C=N/OC(=O)c2ccc(Cl)cc2)c(Cl)c1OC
→ 0 | i | i | i | -9 | i | i | / | i | 1 | i
#56 O=c1[nH]c2ccc(NCc3ccccc3OCc3ccc(Cl)cc3)cc2[nH]1
→ 0 | i | i | i | -1 | i | i | -3 | i | 1 | i
#57 COc1ccccc1CCN1CCCC(CN(C)C(=O)CCC(=O)N(C)C)C1 (stereo not drawn)
→ -1 | i | i | i | -4 | i | i | -1 | i | 4 | i
#58 Nc1ccccc1Sc1c[nH]c2ccccc12
→ -3 | i | i | i | -6 | i | i | -4 | i | 1 | i
